Bioassay records deposited in PubChem by National Center for Advancing Translational Sciences (NCATS).
KCNH2 3.1 inh: blocks the human KCNH2 3.1 channel isoform; 0.95% of 340,000 active; U2OS KCNH2 3.1, thallium flux FluxOr; hits give low values; activity change, % (tested at about 1.8 µM);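 active = maximum activity change below -70%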;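 note: thallium influx rate constant from kinetic fluorescence after stimulation buffer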
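Thallium flux read-out: FluxOr dye with Red40 quencher in HBSS/HEPES, 45 min at RT. Rate constants from kinetic reads were normalized to positive and negative DMSO controls. Cells: U2OS virally expressing the 3.1 isoform.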
KCNH2 WT inh: KCNH2 (human, wildtype) channel inhibition; Q12809; U2OS, BacMam KCNH2, thallium flux FluxOr; hits give low values; activity change, % at 1.84 µM; 0.37% of 340,000 active;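 active = maximum activity change below -70%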
Target sequence (Q12809 whole entry, looked up): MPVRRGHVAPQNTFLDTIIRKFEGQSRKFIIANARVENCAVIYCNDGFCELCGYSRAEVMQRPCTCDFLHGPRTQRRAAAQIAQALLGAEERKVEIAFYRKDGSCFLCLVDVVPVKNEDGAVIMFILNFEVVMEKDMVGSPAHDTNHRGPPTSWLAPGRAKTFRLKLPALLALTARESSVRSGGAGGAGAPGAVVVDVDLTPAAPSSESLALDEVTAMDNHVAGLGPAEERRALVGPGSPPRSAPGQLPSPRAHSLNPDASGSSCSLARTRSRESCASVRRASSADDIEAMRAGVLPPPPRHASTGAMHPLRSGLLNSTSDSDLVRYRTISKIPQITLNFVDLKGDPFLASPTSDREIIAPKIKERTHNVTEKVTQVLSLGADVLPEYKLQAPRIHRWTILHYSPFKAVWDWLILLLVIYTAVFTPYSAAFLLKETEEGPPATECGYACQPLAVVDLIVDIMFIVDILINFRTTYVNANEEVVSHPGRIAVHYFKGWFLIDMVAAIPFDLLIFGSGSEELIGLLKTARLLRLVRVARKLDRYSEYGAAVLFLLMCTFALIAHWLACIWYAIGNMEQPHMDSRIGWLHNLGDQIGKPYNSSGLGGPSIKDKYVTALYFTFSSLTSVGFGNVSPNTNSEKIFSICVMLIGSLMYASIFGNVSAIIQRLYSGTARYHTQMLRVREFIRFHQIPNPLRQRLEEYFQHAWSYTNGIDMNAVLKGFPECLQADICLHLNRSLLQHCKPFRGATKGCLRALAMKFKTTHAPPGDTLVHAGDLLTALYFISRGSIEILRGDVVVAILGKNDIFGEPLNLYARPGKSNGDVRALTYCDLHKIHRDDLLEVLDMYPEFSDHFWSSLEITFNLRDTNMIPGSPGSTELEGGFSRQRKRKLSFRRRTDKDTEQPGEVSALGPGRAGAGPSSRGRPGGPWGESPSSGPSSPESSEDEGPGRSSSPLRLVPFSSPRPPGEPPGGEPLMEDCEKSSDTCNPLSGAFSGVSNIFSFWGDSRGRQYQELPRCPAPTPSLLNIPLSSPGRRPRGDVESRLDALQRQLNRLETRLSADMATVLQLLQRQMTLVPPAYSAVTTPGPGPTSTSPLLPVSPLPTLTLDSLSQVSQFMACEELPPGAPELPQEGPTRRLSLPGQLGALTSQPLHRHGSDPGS
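U2OS cells transduced with wild-type KCNH2 virus are loaded with FluxOr dye for 45 min, and thallium flux is measured in kinetic reads before and after stimulation buffer. Rate constants are normalized to DMSO controls.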
a7 integrin act: integrin-mediated muscular dystrophy alleviation activation | Potency, µM (series often up to 38.3 µM), for inactives: at the top dose activation, most hits filed as activators | 0.064% of 350,000 active | alpha7betagal myoblasts, beta-gal FDG fluorescence, 48 h | AID 624291; active = well fitted activation curve with a large enough effect;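 note: potency is the fitted concentration of half-maximal effect; 100% = response of the positive control SU9516; nearly all actives have a fitted effect of over 60% in size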
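Alpha7betagal+/- myoblasts (passage 13) were plated 16-24 hr, then exposed to compounds (1:260 dilution of DMSO stock) for 48 hours at 37C. After MPER lysis, β-galactosidase reporter activity was read as FDG fluorescence (ex 480/em 540) after 30 minutes.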
* marks the source's active call; other numbers are inactive results; [ ] = dose if it differs, or a comment. Unless noted, % is set by controls: 0 for no effect and ±100 for the full control effect.

Start of the data: the first two entries, to show the layout:
SMILES	KCNH2 3.1 inh	KCNH2 WT inh	a7 integrin act
CC1=CC2(C)NC(=O)C(C)C12 (centres undefined)	1	5	9%
CC(=O)NNc1nc(-c2ccccc2)c2cc(Cl)ccc2n1	6	17	7%

Main list, from the start:
SMILES	KCNH2 3.1 inh	KCNH2 WT inh	a7 integrin act
CC1=CC2(C)NC(=O)C(C)C12 (centres undefined)	1	5	9%
CC(=O)NNc1nc(-c2ccccc2)c2cc(Cl)ccc2n1	6	17	7%
CN1C=CC(C(C(N)=O)c2ccccc2)c2ccccc21 (centres undefined)	3	-2	-12%
Cc1cc(C)c(Cn2c(=O)[nH][nH]c2=O)cc1Cn1c(=O)[nH][nH]c1=O	6	-5	-4%
COC(=O)C1=CCCCC(O)=C1C(=O)OC	-6	-3	5%
CCCc1cc(NCCOCCO)n2c(nc3ccccc32)c1C#N	13	-4	-2%
O=C1c2ccccc2C2N1CCCN2C(=O)c1sc2ccccc2c1Cl (centres undefined)	-5	41	5%
O=S(=O)(Nc1ccc(NS(=O)(=O)c2ccccc2)cc1)c1ccccc1	-10	-9	-7%
O=C(SCc1c(O)c2ccccc2oc1=O)c1ccccc1	4	12	-19%
C[C@H]1CN([C@@H](C)CO)C(=O)c2cc(Br)cnc2O[C@H]1CN(C)S(=O)(=O)c1ccccc1F	-3	-2	-6%
COc1ccc(CN2CCN(C(=O)c3ccccc3C(=O)c3ccccc3)CC2)cc1F	-9	20	-4%
CC(=NO)c1cc(Br)c2cccc3c2c1CC3	-9	4	-4%
CC(NC(=O)C1CC(=O)N(c2ccc3c(c2)OCCO3)C1)c1ccccc1 (centres undefined)	-1	18	17%
CC(C)C(=O)N1CCCCCCN1C(=O)C(C)C	-14	-8	21%
CN1OC[C@@H]2CN(C(=O)Cc3ccccc3)[C@H](c3ccccc3Br)C[C@@H]21	3	-6	10%
Cc1cc(C)c(C)c(S(=O)(=O)N2CCNC(=O)C2)c1C	-12	-11	25%
COCCN(C(=O)COC(=O)C12CC3CC(CC(O)(C3)C1)C2)c1c(N)n(Cc2ccccc2)c(=O)[nH]c1=O	8	-16	21%
COc1ccc(NC(=O)COC(=O)Cc2cccs2)cc1Cl	9	3	-4%
O=S1(=O)CCN(C2CCCC2)CC1	3	13	0%
C[C@H]1CN([C@@H](C)CO)C(=O)CCCn2nncc2CO[C@@H]1CN(C)Cc1ccc2c(c1)OCCO2	-7	-2	-3%
O=C(OCc1cn([C@@H]2C[C@H](c3ccc(Cl)cc3)N(Cc3cccs3)C[C@H]2O)nn1)c1ccccc1	7	5	23%
CCCCCN(C(=O)CCC(=O)OC(C)C(=O)Nc1ccccc1C)c1c(N)n(CCCC)c(=O)[nH]c1=O (centres undefined)	18	1	23%
Cc1cc(Br)ccc1NC(=O)CN(C)C(=O)c1ccccc1OCc1c(C)noc1C	9	-5	-8%
COc1cc(C=NN2CCCCC2)cc(OC)c1OC	-1	-1	-10%
COC(=O)C[C@@H]1C[C@H]2c3cc(N(C)C)ccc3O[C@H]2[C@H](CO)O1	7	2	-6%
C[C@H](CO)N1C[C@H](C)[C@@H](CN(C)S(=O)(=O)c2ccc(C#N)cc2)OCc2cn(nn2)CCCC1=O	10	2	3%
C[C@@H]1CN([C@@H](C)CO)C(=O)c2c(c3ccccc3n2C)-c2ccccc2CO[C@H]1CN(C)S(=O)(=O)c1ccc(C(F)(F)F)cc1	8	-5	13%
Nc1nc2ccc(Br)cc2s1	-18	-19	-7%
Cc1cc(CNC[C@H]2O[C@@H](n3ccc(N)nc3=O)[C@H](O)[C@@H]2O)no1	3	-18	-8%
CC1NC(=O)c2cccnc2-n2c1nc1ccccc1c2=O (centres undefined)	18	-2	-2%
C[C@H]1CN([C@@H](C)CO)C(=O)CCCn2cc(nn2)CO[C@@H]1CN(C)S(=O)(=O)c1ccc(Cl)cc1	28	-12	1%
Cc1cccc(C(=O)Nc2ccc(C(=O)c3ccncc3)cc2)c1	13	1	7%
COC(=O)C[C@H]1C[C@@H]2c3cc(NC(=O)NC4CCCC4)ccc3O[C@@H]2[C@@H](CO)O1	-20	1	-7%
C[C@@H]1CN([C@@H](C)CO)C(=O)CCCn2nncc2CO[C@H]1CN(C)Cc1cccc(C(F)(F)F)c1	10	-12	1%
CC(=O)N1CC2(CC(c3ccc(Cl)cc3Cl)=NO2)CN1c1cccc(Cl)c1 (centres undefined)	23	-15	-6%
O=C1CCC2(CCCC2)c2ccccc21	3	9	18%
CC1COC(=C2C(=O)OCC2C)C1 (centres undefined)	-7	-7	0%
O=C(COC(=O)c1cc(S(=O)(=O)N2CCOCC2)ccc1F)Nc1ccccc1C(F)(F)F	4	-10	-19%
CSc1nc(S(=O)(=O)c2ccc(C)cc2)c(N2CCOCC2)s1	10	22	8%
Cc1c(C(=O)NC2CC(C)(C)NC(C)(C)C2)oc2c(Cl)cccc12	-2	22	-59%[inhibitor]

As entered above:
CSc1nc(S(=O)(=O)c2ccc(C)cc2)c(N2CCOCC2)s1 – a7 integrin act = 8%
O=C1CCC2(CCCC2)c2ccccc21 – a7 integrin act = 18%
COC(=O)C[C@H]1C[C@@H]2c3cc(NC(=O)NC4CCCC4)ccc3O[C@@H]2[C@@H](CO)O1 – KCNH2 WT inh = 1
CC(=O)N1CC2(CC(c3ccc(Cl)cc3Cl)=NO2)CN1c1cccc(Cl)c1 (centres undefined) – a7 integrin act = -6%

Later entries:
SMILES	KCNH2 3.1 inh	KCNH2 WT inh	a7 integrin act
Cc1ccc(S(=O)(=O)Nc2ccc3c(c2)C(=O)N([C@H](C)CO)C[C@H](C)[C@H](CN(C)C(=O)Nc2cccc4ccccc24)OCCCC[C@@H](C)O3)cc1	5	-3	-5%
Cc1ccc(S(=O)(=O)CCC(=O)OCC(=O)N(C)Cc2ccccc2)cc1	11	-1	12%
CN(CC(=O)Nc1ccc(Cl)c(C(F)(F)F)c1)C(=O)C1CC(=O)N(c2ccc3c(c2)OCCO3)C1 (centres undefined)	5	-2	-35%
COc1ccc(CN2C(=O)C(CC(=O)NCc3cccs3)CC(C(=O)N(C)C)=C2C)cc1 (centres undefined)	7	-1	4%
CCCCCCN1C[C@H](n2cc(C3CC3)nn2)[C@@H](O)C[C@@H]1c1ccc(Cl)cc1	-2	5	-27%
COCC1CCN(C(=O)c2cc(COc3ccc(OC)cc3Cl)on2)C1 (centres undefined)	-1	8	-3%
O=C(NCc1cc2ccccc2[nH]1)C1CCC(=O)N(CC2CCCCC2)C1 (centres undefined)	0	-18	13%
Cc1ccc(NS(=O)(=O)c2ccc(-c3coc(C)n3)cc2)c(Cl)c1	7	-11	4%
CNC[C@@H]1Oc2cc(Br)ccc2S(=O)(=O)N([C@@H](C)CO)C[C@H]1C	-3	4	9%
Cc1nc2ccccc2nc1CC(O)(c1ccccc1)c1ccccc1	-1	19	0%
C[C@@H]1CN([C@@H](C)CO)C(=O)CCCn2nncc2CO[C@@H]1CN(C)C(=O)CCC(F)(F)F	-7	14	7%
COc1ccc(CNC(=O)C2CCN(S(=O)(=O)c3ccc4nc5c(c(C(=O)O)c4c3)CCCC5)CC2)cc1	8	-9	19%
CCCCNC(=S)N(CCCO)Cc1cc2cc3c(cc2[nH]c1=O)OCO3	-4	-3	1%
COc1cc([N+](=O)[O-])c(C)cc1NC(=O)c1ccc(OC)c(OC)c1	-5	-19	16%
CCN(CC)C(=O)C1=C(C)N(Cc2ccc(C(C)(C)C)cc2)C(=O)C(CC(=O)NC(c2ccccc2)c2ccccc2)C1 (centres undefined)	-18	-3	-53%
CCN1C(=O)[C@H]2[C@@H](c3ccc(OC)cc3)N[C@]3(CCCN(Cc4ccc(C)cc4)C3=O)[C@H]2C1=O	-3	-11	6%
COc1ccc([C@@H]2C[C@H]3[C@@H](CN2S(=O)(=O)c2ccccc2)C(=O)C[C@@H](c2ccccc2F)N3S(=O)(=O)c2ccc(C)cc2)cc1	-2	1	12%
C[C@@H]1CN([C@@H](C)CO)C(=O)CCCn2nncc2CO[C@H]1CN(C)S(=O)(=O)c1ccc(-n2cccn2)cc1	11	8	10%
Cc1cccc(C(=O)C(O)(c2ccccc2)C2CCCCC2=O)c1 (centres undefined)	-15	9	21%
COc1ccccc1-c1noc(CCC(=O)Nc2cccnc2)n1	-3	-6	23%
Cc1ccc(S(=O)(=O)N2C[C@@H](C)[C@]3(C2)[C@H](O)[C@H](OC(=O)Nc2cccs2)C[C@H]2C(=O)N(c4ccccc4)C(=O)[C@H]23)cc1	0	-8	0%
CN[C@H]1C[C@H]2c3cc(-c4ccccc4)ccc3CCN2C(=O)[C@H]1[C@H](C)O	3	1	-10%
COc1ccc(C(=O)NN/C=C/C(=O)c2ccc(Br)cc2)cc1	2	-2	-19%
CC(=O)NCC1(c2ccccc2)CCN(CCCC(=O)c2ccc(F)cc2)CC1	-8	39	-19%
COc1ccc(C)cc1S(=O)(=O)NCc1ccccn1	19	8	-11%
COc1cc2c(cc1O)C(CSC)Cc1cc3c(cc1N(C)CC2)OCO3 (centres undefined)	3	-2	-7%
O=C(Cc1ccc(Cl)cc1)Nc1cccnc1Cl	0	-5	-10%
CCCCCCNC(=O)O[C@H]1C[C@@H]2C(=O)N(c3ccccc3)C(=O)[C@@H]2[C@@H]2CN(S(=O)(=O)c3ccc(C)cc3)C[C@]12O	-3	1	-4%
CC1(C)CN(CCc2ccccc2)C(=O)[C@H]1CC(=O)Nc1ccc(Br)cc1	-1	-7	-11%
C[C@@H]1CN([C@@H](C)CO)C(=O)c2cc(Br)cnc2O[C@H]1CN(C)C(=O)CCN1CCCCC1	-13	4	-14%
Cc1ccc2c(=O)n3c(nc2c1)C(C)NC(=O)c1cccnc1-3 (centres undefined)	-2	3	1%
Cc1ccccc1-n1nc2c(c1NC(=O)C1CC1)CS(=O)(=O)C2	2	3	3%
COc1cc(C=CC(=O)N2CCN(CC(=O)N3CCCC3)CC2)cc(OC)c1OC	-6	4	12%
COc1ccc(S(=O)(=O)N2CCOC2CNC(=O)C(=O)NCc2ccccn2)cc1 (centres undefined)	-8	-4	11%

Arranged by the number under a7 integrin act (low to high): 6 from the list above.
SMILES | a7 integrin act
CN(CC(=O)Nc1ccc(Cl)c(C(F)(F)F)c1)C(=O)C1CC(=O)N(c2ccc3c(c2)OCCO3)C1 (centres undefined) | -35%
COc1ccc(C(=O)NN/C=C/C(=O)c2ccc(Br)cc2)cc1 | -19%
COc1ccc(NC(=O)COC(=O)Cc2cccs2)cc1Cl | -4%
Cc1nc2ccccc2nc1CC(O)(c1ccccc1)c1ccccc1 | 0%
COc1ccc(CNC(=O)C2CCN(S(=O)(=O)c3ccc4nc5c(c(C(=O)O)c4c3)CCCC5)CC2)cc1 | 19%
Cc1cc(C)c(C)c(S(=O)(=O)N2CCNC(=O)C2)c1C | 25%

Not all compounds are listed. The share of hits here may be higher or lower than overall.
